Screening results: PubChem, several laboratories
MBD2 DNA inh: MBD2-methylated oligo binding inhibition; TR-FRET, MBD2 binding to methylated oligonucleotide; inhibition, % at 4.4 µM; 370,000 compounds, 0.31% hits; AID 686964; in the data active = inhibition above about 13%
PRMT1 inh: PRMT1 (human) inhibition, primary screen; Q99873; recombinant PRMT1, activity-based probe fluorescence polarization; inhibition, % at 2.79 µM; 370,000 compounds, 1.3% hits; AID 652257;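 active = inhibition above about 21% made by adding two undisclosed values, limit read from the data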
UHRF1 MBD2 ctr: blocks human UHRF1 binding to methylated DNA | 370,000 compounds, 0.75% hits | UHRF1 binding to methylated oligo, TR-FRET | inhibition, % at 4.4 µM; in the data active = inhibition above about 21%;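 also: UHRF1 SRA domain binding a hemimethylated CpG hairpin DNA probe; 0% = median of test compound wells and 100% = reference inhibitor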
NPR2 activator: GC-B (human) receptor activation. activation, % at 10 µM. 370,000 compounds, 0.11% hits. HEK293-GC-B cells, CNP EC30, cGMP TR-FRET; 0% at EC30 CNP, 100% saturating CNP. P20594;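 active = activation at 10 µM reaching about 35% in either raw or pattern-adjusted values, limit read from the data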
NPR1 activator: GC-A (human) enzyme activation | HEK293 GC-A cells, cGMP TR-FRET, EC30 ANP; 0% at EC30 ANP, 100% saturating ANP | activation, % at 10 µM | P16066 | 370,000 compounds, 0.14% hits | AID 1671463; in the data active = activation above about 40%
SIAE primary: blocks human sialic acid acetylesterase; SIAE FP-Rh probe binding, fluorescence polarization; 370,000 compounds, 0.69% hits; inhibition, % at 9.66 µM;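 active = inhibition above a cutoff: mean of compounds within the control limits plus 3 SD of those, cut at about 17% in these data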;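 also: 0% = plate median of compound wells and 100% = probe without SIAE protein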
HTRA1 inh: HTRA1 (human) protease inhibition | 340,000 compounds, 0.5% hits | AID 504803 | Q92743 | recombinant HTRA1, FP-rhodamine activity-based probe, fluorescence polarization | inhibition, % at 5.96 µM; in the data active = inhibition above about 36%;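 also: 0% = enzyme with DMSO and 100% = wells lacking enzyme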
Target sequence (Q92743 whole entry, looked up): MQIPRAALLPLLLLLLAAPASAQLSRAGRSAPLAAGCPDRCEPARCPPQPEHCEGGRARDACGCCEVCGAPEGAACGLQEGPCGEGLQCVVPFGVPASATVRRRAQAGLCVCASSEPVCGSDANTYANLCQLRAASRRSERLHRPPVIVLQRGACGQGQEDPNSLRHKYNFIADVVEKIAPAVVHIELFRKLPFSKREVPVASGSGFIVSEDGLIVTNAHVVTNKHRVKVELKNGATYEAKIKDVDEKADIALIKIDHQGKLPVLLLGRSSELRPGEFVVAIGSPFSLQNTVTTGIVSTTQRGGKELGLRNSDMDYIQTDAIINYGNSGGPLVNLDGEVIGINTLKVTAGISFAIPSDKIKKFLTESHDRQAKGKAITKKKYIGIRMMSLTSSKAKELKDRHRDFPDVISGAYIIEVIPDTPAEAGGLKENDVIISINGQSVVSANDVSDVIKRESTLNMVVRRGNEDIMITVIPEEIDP
mABHD4 FP: ABHD4 (mouse) inhibition, primary FP screen. Q8VD66. purified mABHD4, FP-Rh probe fluorescence polarization. inhibition, % at 8.92 µM. 370,000 compounds, 0.54% hits. AID 720543;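 active = inhibition exceeding the mean over every tested compound plus 3 SD, cut at about 30% in these data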;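 also: 0% = plate median of compound wells and 100% = S159A mutant with DMSO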
Target sequence (Q8VD66 whole entry, looked up): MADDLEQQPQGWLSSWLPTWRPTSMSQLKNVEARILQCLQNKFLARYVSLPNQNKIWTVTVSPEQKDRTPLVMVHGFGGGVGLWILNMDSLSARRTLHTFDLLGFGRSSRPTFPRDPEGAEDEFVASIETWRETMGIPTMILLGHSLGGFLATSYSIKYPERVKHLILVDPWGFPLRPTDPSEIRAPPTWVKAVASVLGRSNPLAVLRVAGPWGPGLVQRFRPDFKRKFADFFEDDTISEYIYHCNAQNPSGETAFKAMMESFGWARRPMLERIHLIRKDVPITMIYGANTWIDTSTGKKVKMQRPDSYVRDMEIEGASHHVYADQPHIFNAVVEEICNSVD
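Test system: mABHD4 protein; Read-out basis: % inhibition; Incubation: 45 min + 60 min at 25 °C; Repeats: single replicate; Technique: fluorescence polarization with parallel and perpendicular emission, 525/598 nm; Compound: 8.92 µM, single dose; Benchmarks: full inhibition S159A mutant plus DMSO, zero as sample-well median.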
rCAG RNA binder: molecules binding r(CAG) RNA repeats; r(CAG) RNA repeat, TO-PRO-1 dye displacement fluorescence; 370,000 compounds, 1.3% hits; inhibition, % at 3 µM;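 active = inhibition above the plate cutoff, the mean of all test compounds on that plate plus 3 SD, cut at about 35% in these data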;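 also: 0% = DMSO alone and 100% = 100 µM mitoxantrone as full dye displacement; higher means more dye released from RNA so lower well fluorescence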
TCR-CD3 inh: inhibitors of human TCR-CD3 interaction; TAMRA-labeled TCR probe fluorescence, biochemical; inhibition, % at 9.4 µM; 360,000 compounds, 0.37% hits; AID 651800; in the data active = inhibition above about 19%;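 also: recombinant mutant TCR 2C K166C tagged with TAMRA read by polarization; 0% = receptor in buffer alone and 100% = receptor with positive control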
Numbers without * were called inactive.

Screening Cc1ccc(S(=O)(=O)NCCC(c2ccccc2)c2ccccc2)cc1C(=O)O returned MBD2 DNA inh -7, PRMT1 inh -5, UHRF1 MBD2 ctr 2, NPR2 activator 5, NPR1 activator -1, SIAE primary -1, HTRA1 inh 0, mABHD4 FP -8, rCAG RNA binder 42* and TCR-CD3 inh 2.
For O=c1c2ccccc2nc(/C=C/c2ccc(Cl)cc2)n1CCO the results were MBD2 DNA inh 2, PRMT1 inh 6, UHRF1 MBD2 ctr -1, NPR2 activator 11, NPR1 activator 11, SIAE primary -7, HTRA1 inh -13, mABHD4 FP -4, rCAG RNA binder -2 and TCR-CD3 inh -1.
Screening CC(C)c1cc(NC(=O)C(C)(C)C)cc(C(C)C)c1O returned MBD2 DNA inh 9, PRMT1 inh 2, UHRF1 MBD2 ctr 16, NPR2 activator 0, NPR1 activator 2, SIAE primary 0, HTRA1 inh 5, mABHD4 FP 4, rCAG RNA binder -3 and TCR-CD3 inh -3.
COc1cc(/C=C/C(=O)OCC(=O)NC2CCS(=O)(=O)C2)ccc1OC(F)F (stereo not given) was read as MBD2 DNA inh 0, PRMT1 inh 0, UHRF1 MBD2 ctr 1, NPR2 activator -1, NPR1 activator 4, SIAE primary -8, HTRA1 inh -2, mABHD4 FP -3, rCAG RNA binder -2 and TCR-CD3 inh -4.
Screening CCOc1ccccc1N1CC(O)=C(c2nc3ccccc3s2)C1=N returned MBD2 DNA inh 5, PRMT1 inh -2, UHRF1 MBD2 ctr 3, NPR2 activator -5, NPR1 activator 4, SIAE primary -4, HTRA1 inh -20, mABHD4 FP 10, rCAG RNA binder 6 and TCR-CD3 inh -7.
Screening O=C(c1ccc(CNc2c(N3CCOCC3)c(=O)c2=O)cc1)N1CC=C(c2ccccc2)CC1 returned MBD2 DNA inh -5, PRMT1 inh -1, UHRF1 MBD2 ctr -1, NPR2 activator -8, NPR1 activator 2, SIAE primary 7, HTRA1 inh 0, mABHD4 FP 8, rCAG RNA binder 4 and TCR-CD3 inh 7.
`COc1ccccc1C(=O)Nc1ccc(N2CCN(S(C)(=O)=O)CC2)cc1` gave MBD2 DNA inh -3, PRMT1 inh 2, UHRF1 MBD2 ctr 1, NPR2 activator -4, NPR1 activator 6, SIAE primary 5, HTRA1 inh 3, mABHD4 FP -6, rCAG RNA binder 0 and TCR-CD3 inh -5.
For O=C(NC1CCCCN(Cc2cccc(C(F)(F)F)c2)C1=O)c1cccc(F)c1 (stereo not given) the results were MBD2 DNA inh -2, PRMT1 inh 0, UHRF1 MBD2 ctr 2, NPR2 activator -8, NPR1 activator 3, SIAE primary 0, mABHD4 FP 0 and rCAG RNA binder 0.
`CC(C)CN(c1ccccc1)S(=O)(=O)c1nnc(NC(=O)c2ccco2)s1` gave MBD2 DNA inh 0, PRMT1 inh 0, UHRF1 MBD2 ctr -2, NPR2 activator -1, NPR1 activator 2, SIAE primary -2, HTRA1 inh -15, mABHD4 FP -7, rCAG RNA binder 48* and TCR-CD3 inh 5.
For COC(=O)c1n[nH]c2ccccc12 the results were MBD2 DNA inh 0, PRMT1 inh -2, UHRF1 MBD2 ctr 0, NPR2 activator 3, NPR1 activator 1, SIAE primary -4, HTRA1 inh 4, mABHD4 FP 0, rCAG RNA binder 4 and TCR-CD3 inh -3.
`Cc1ccc(C(=O)C2=C(O)C(=O)N(Cc3ccco3)C2c2cccc(Cl)c2)o1` (stereo not given) gave MBD2 DNA inh 0, PRMT1 inh -41, UHRF1 MBD2 ctr -3, NPR2 activator -3, NPR1 activator 2, SIAE primary -6, HTRA1 inh 3, mABHD4 FP 15, rCAG RNA binder 14 and TCR-CD3 inh 1.
CCC1COCCS(=O)(=O)N1Cc1ccccc1C (stereo not given) was read as MBD2 DNA inh 4, PRMT1 inh -1, UHRF1 MBD2 ctr 0, NPR2 activator 4, NPR1 activator 0, SIAE primary 10, HTRA1 inh -7, mABHD4 FP 5, rCAG RNA binder -8 and TCR-CD3 inh -4.
CCOC(=O)N1CCN(C(=O)CS(=O)(=O)Cc2nc(-c3ccccc3F)oc2C)CC1 was read as MBD2 DNA inh 0, PRMT1 inh 1, UHRF1 MBD2 ctr 2, NPR2 activator 4, NPR1 activator 6, SIAE primary 0, HTRA1 inh 1, mABHD4 FP 0, rCAG RNA binder -11 and TCR-CD3 inh 4.
For COc1ccccc1Oc1c(C)oc2cc(OC(=O)c3ccco3)ccc2c1=O the results were MBD2 DNA inh 2, PRMT1 inh -1, UHRF1 MBD2 ctr -3, NPR2 activator 3, NPR1 activator 7, SIAE primary -6, HTRA1 inh -2, mABHD4 FP 3, rCAG RNA binder -3 and TCR-CD3 inh 6.
`COc1ccc(Cn2c(C3CC3)nc3ccc(NC(=O)C4CC4)cc3c2=O)cc1` gave MBD2 DNA inh -1, PRMT1 inh -1, UHRF1 MBD2 ctr 0, NPR2 activator 11, NPR1 activator 12, SIAE primary 4, HTRA1 inh -11, mABHD4 FP 5, rCAG RNA binder -1 and TCR-CD3 inh 4.
Screening O=C(COC(=O)c1ccc(-c2nnc(-c3ccccc3)o2)cc1)c1ccccc1 returned MBD2 DNA inh 4, PRMT1 inh 0, UHRF1 MBD2 ctr -4, NPR2 activator -8, NPR1 activator -4, SIAE primary 8, HTRA1 inh -3, mABHD4 FP 4, rCAG RNA binder 1 and TCR-CD3 inh 3.
`Cc1ccc(NC(=O)c2oc3c(c2C)C(=O)CC(C)(C)C3)cc1` gave MBD2 DNA inh 1, PRMT1 inh -1, UHRF1 MBD2 ctr -2, NPR2 activator -8, NPR1 activator 1, SIAE primary -2, HTRA1 inh -3, mABHD4 FP 0, rCAG RNA binder -4 and TCR-CD3 inh 6.
Cc1ccc(-c2cnc(SCC(=O)N3CCCc4ccccc43)n2C)cc1 was read as MBD2 DNA inh -1, PRMT1 inh 3, UHRF1 MBD2 ctr 2, NPR2 activator -7, NPR1 activator -18, SIAE primary 2, HTRA1 inh -11, mABHD4 FP 3, rCAG RNA binder -3 and TCR-CD3 inh -4.
For Cc1ccc(OCCSc2nnc(-c3ccncc3)n2C)cc1 the results were MBD2 DNA inh 2, PRMT1 inh 3, UHRF1 MBD2 ctr 6, NPR2 activator 6, NPR1 activator -2, SIAE primary -4, HTRA1 inh 6, mABHD4 FP -6, rCAG RNA binder -6 and TCR-CD3 inh -5.
Screening CC(C)(C)OC(=O)N1CCC(CNC(=O)c2ccc(F)cc2)CC1 returned MBD2 DNA inh 6, PRMT1 inh 0, UHRF1 MBD2 ctr 4, NPR2 activator -14, NPR1 activator -1, SIAE primary 1, HTRA1 inh 1, mABHD4 FP -6, rCAG RNA binder -8 and TCR-CD3 inh -4.
CCCNC(=O)COc1ccc(-c2nn(C)c(=O)c3ccccc23)cc1 was read as MBD2 DNA inh -3, PRMT1 inh -2, UHRF1 MBD2 ctr -12, NPR2 activator -2, NPR1 activator 0, SIAE primary -1, HTRA1 inh 4, mABHD4 FP -2, rCAG RNA binder -9 and TCR-CD3 inh 4.
Cc1cccc(N2CCN(C(=O)CN3C(=O)NC4(CCCCCC4)C3=O)CC2)c1C was read as MBD2 DNA inh 3, PRMT1 inh -1, UHRF1 MBD2 ctr -1, NPR2 activator 7, NPR1 activator 3, SIAE primary -6, HTRA1 inh -3, mABHD4 FP 6, rCAG RNA binder -5 and TCR-CD3 inh 0.
Screening CC(C)CC(NS(=O)(=O)OCC(Cl)(Cl)Cl)c1ccccc1 (stereo not given) returned MBD2 DNA inh -6, PRMT1 inh 2, UHRF1 MBD2 ctr -2, NPR2 activator -8, NPR1 activator -2, SIAE primary -5, HTRA1 inh -20, mABHD4 FP -14, rCAG RNA binder 1 and TCR-CD3 inh 10.
CCOC(=O)[C@]12CCC=C1N(Cc1ccc(Cl)cc1Cl)C(=O)[C@H](CC(=O)N1CCCC1)C2 was read as MBD2 DNA inh 3, PRMT1 inh 0, UHRF1 MBD2 ctr 0, NPR2 activator -5, NPR1 activator -1, SIAE primary -3, mABHD4 FP -4, rCAG RNA binder 3 and TCR-CD3 inh 2.
Screening COCCNC(=O)c1ccc(Cl)c(S(=O)(=O)Nc2cccc(C)c2C)c1 returned MBD2 DNA inh -6, PRMT1 inh -1, UHRF1 MBD2 ctr -1, NPR2 activator 1, NPR1 activator 3, SIAE primary -3, HTRA1 inh -2, mABHD4 FP 2, rCAG RNA binder -6 and TCR-CD3 inh 3.
`Oc1ccccc1C1=NCCNC(C(F)(F)F)=C1` gave MBD2 DNA inh -9, PRMT1 inh -3, UHRF1 MBD2 ctr -1, NPR2 activator 0, NPR1 activator 0, SIAE primary 7, HTRA1 inh 4, mABHD4 FP -7, rCAG RNA binder -2 and TCR-CD3 inh 0.
`O=C(Nc1ccc(N2CCN(C(=O)c3ccc(Cl)cc3)CC2)cc1)c1ccc2c(c1)OCCO2` gave MBD2 DNA inh -8, PRMT1 inh -1, UHRF1 MBD2 ctr -3, NPR2 activator -2, NPR1 activator 2, SIAE primary 7, HTRA1 inh 3, mABHD4 FP -1, rCAG RNA binder 2 and TCR-CD3 inh 7.
CN(CC(=O)Nc1ccc(F)cc1)C(=O)COc1ncnc2ccccc12 was read as MBD2 DNA inh -3, PRMT1 inh 0, UHRF1 MBD2 ctr 0, NPR2 activator 6, NPR1 activator 0, SIAE primary -3, HTRA1 inh 6, mABHD4 FP 3, rCAG RNA binder -6 and TCR-CD3 inh -3.
For CN(C)CCN(C)C1CN(CCc2ccccc2)S(=O)(=O)C1 (stereo not given) the results were MBD2 DNA inh -7, PRMT1 inh -5, UHRF1 MBD2 ctr -1, NPR2 activator -6, NPR1 activator 1, SIAE primary -5, mABHD4 FP -9, rCAG RNA binder 3 and TCR-CD3 inh 5.
COC(=O)C1CCN(CC(=O)Nc2ccc(OC)c(Cl)c2)CC1 was read as MBD2 DNA inh 2, PRMT1 inh -7, UHRF1 MBD2 ctr 1, NPR2 activator 4, NPR1 activator 1, SIAE primary 0, HTRA1 inh 5, mABHD4 FP -3, rCAG RNA binder 0 and TCR-CD3 inh 6.
For COc1ncccc1-c1ccc2nncn2c1 the results were MBD2 DNA inh 1, PRMT1 inh -7, UHRF1 MBD2 ctr 0, NPR2 activator 1, NPR1 activator 0, SIAE primary 4, mABHD4 FP 0, rCAG RNA binder 2 and TCR-CD3 inh -6.
`N#Cc1c(N)oc(-c2ccc3c(c2)OCO3)c1-c1ccc2c(c1)OCO2` gave MBD2 DNA inh -5, PRMT1 inh 1, UHRF1 MBD2 ctr -2, NPR2 activator -5, NPR1 activator -1, SIAE primary 6, HTRA1 inh 7, mABHD4 FP 8, rCAG RNA binder 8 and TCR-CD3 inh 3.
COc1ccc(N2CCN(C3=CC(=O)N(c4cccc(Cl)c4)C3=O)CC2)cc1 was read as MBD2 DNA inh 4, PRMT1 inh 14, UHRF1 MBD2 ctr 8, NPR2 activator -1, NPR1 activator -2, SIAE primary -5, HTRA1 inh -4, mABHD4 FP -10, rCAG RNA binder 7 and TCR-CD3 inh -2.
`C[C@H]1CCC(=O)N([C@H](CSc2ccccc2)Cc2ccccc2)CC1` gave MBD2 DNA inh 5, PRMT1 inh -3, UHRF1 MBD2 ctr -2, NPR2 activator -8, NPR1 activator -3, SIAE primary -1, HTRA1 inh -24, mABHD4 FP -4, rCAG RNA binder -10 and TCR-CD3 inh 7.

These rows are one share of the data (hit frequency here may not be typical).
